NR2E3 agonist: NR2E3 (human) agonism. GST-NR2E3/biotin-RetCOR TR-FRET, 1536-well. hit rate 0.12% among 320,000. Q9Y5X4. inhibition of corepressor binding, % at 4.78 µM;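 active = percent inhibition above the cutoff of mean plus 3 SD of all tested compounds, set per screening campaign, cut at about 20% in these data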;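 note: 0% = DMSO wells and 100% = biotin wells as full block of FRET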
Target sequence (Q9Y5X4 whole entry, looked up): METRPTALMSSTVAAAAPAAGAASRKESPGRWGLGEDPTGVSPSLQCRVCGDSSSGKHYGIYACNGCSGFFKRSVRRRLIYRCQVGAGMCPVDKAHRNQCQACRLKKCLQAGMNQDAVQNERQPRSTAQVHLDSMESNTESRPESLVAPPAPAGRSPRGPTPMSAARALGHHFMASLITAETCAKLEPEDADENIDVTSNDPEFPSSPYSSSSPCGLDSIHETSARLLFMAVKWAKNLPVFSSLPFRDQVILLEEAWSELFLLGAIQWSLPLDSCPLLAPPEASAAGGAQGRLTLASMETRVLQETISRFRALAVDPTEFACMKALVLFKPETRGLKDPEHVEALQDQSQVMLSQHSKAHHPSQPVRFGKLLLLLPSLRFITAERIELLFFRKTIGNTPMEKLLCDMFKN
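Assay system: NR2E3–RetCOR corepressor complex. Quantity: 1.35 nM GST-NR2E3. Buffer or medium: pH 7.5 Tris-based buffer. Reagent: biotinylated RetCOR corepressor at 7 nM final. Schedule: 5 h at 4 °C. Detection: TR-FRET, emission read at 617 and 671 nm. Replicates: one well per compound, singlicate testing.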
* marks the source's active call; other numbers are inactive results. An excerpt (hit frequency here may not be typical).

SMILES	NR2E3 agonist
Cc1ccc(C2C(C#N)=C(N)Oc3c2sc2ccccc32)o1 (centres undefined)	1
COC(=O)C1=C(C(=O)OC)[C@@H]2N(C)c3ccc(OC)cc3[C@@]23C[C@@H](C(=O)OC)N(C(=O)c2cc(C)oc2C)C3=N1	3
COc1ccc(NC(=O)CSc2nc3ccccc3c(=O)n2Cc2cccs2)c(OC)c1	-1
COc1ccc(CNc2ccc3c(c2)CCC3)cc1OC	1
O=C1N/C(=C\c2nc3ccccc3s2)c2ccccc21	-1
COc1ccc(OC)c(Nc2cc(-c3ccccc3)nc(N)n2)c1	-1
C#CCOCCOCCOCCNc1nc(N2CCN(C(=O)CCCCCCCCCCNC(=O)[C@H](CCCN=C(N)N)n3cc(C[C@@H](C)CC)nn3)CC2)nc(N2CCN(C(=O)CCCCCCCCCCNC(=O)[C@@H]([C@H](C)CC)n3cc(CCCCCN)nn3)CC2)n1	1
COc1ccccc1C(=O)Nc1cc2c(ccc3ccccc32)oc1=O	6
CC1(C)NC(=O)N(CC(=O)Nc2cc(S(=O)(=O)N3CCOCC3)ccc2N2CCOCC2)C1=O	3
C=CC[C@@H]1C=C(C)C[C@H](C)C[C@H](OC)[C@H]2O[C@@](O)(C(=O)C(=O)N3CCCC[C@H]3C(=O)O[C@H](/C(C)=C/[C@@H]3CC[C@@H](O)[C@H](OC)C3)[C@H](C)[C@@H](O)CC1=O)[C@H](C)C[C@@H]2OC	1
O=c1cc(-c2ccc(F)cc2F)[nH]c2ccccc12	5
N#Cc1nc(-c2ccc(OCc3ccccc3Cl)cc2)oc1NCCCn1ccnc1	0
Cc1cccc(-c2nnc3n2N=C(c2ccc(Br)cc2)CS3)c1	6
O=C(CSc1nc(-c2ccccc2)nc2c1Cc1ccccc1O2)Nc1ccccc1	2
Cc1nc2ccccc2n1/C(=N/S(=O)(=O)c1ccc(Br)cc1)c1ccccc1	1

(next part)
SMILES	NR2E3 agonist
Cc1ccc(C(=O)NNc2cc(N3CCCC3)nc(N3CCCC3)n2)cc1	8
CCCN1C(=O)/C(=C2\SC(=S)N(c3c(C)n(C)n(-c4ccccc4)c3=O)C2=O)c2ccccc21	2
C=C1c2ccc(C)cc2NC(=O)N1c1ccccc1	5
COc1cc(/C=C2/C(=O)N(c3ccc(Br)cc3)N=C2C)cc([N+](=O)[O-])c1O	-3
CCN(C(=O)c1cc2ccccc2o1)C12CC3CC(CC(C3)C1)C2	1
Cc1c(Cl)cn2c(=O)cc(CN3CCN(c4ccc(F)cc4)CC3)nc2c1Cl	-3
CCCN(CC1CC1)C(=O)CSc1nnc(-c2ccco2)n1N	-1
O=C(/C=C/c1cn(CC(O)CN2CCOCC2)c2ccccc12)c1cccs1 (centres undefined)	2
COc1cccc(CCN2C(=O)C(=O)N([C@@H](CNCc3ccccc3)Cc3ccccc3F)C[C@@H]2C(C)(C)C)c1	-1
CN1Cc2cc(C(=O)c3cc(Cl)cc(CSc4ncccn4)c3O)cnc2NC1=O	3
COc1cc(NS(=O)(=O)c2ccc(NC(=O)CSC3=NCCS3)cc2)nc(OC)n1	4
CCOc1cc2nc(-c3ccc(OC)c(OC)c3)nc(N3CC(C)OC(C)C3)c2cc1OC (centres undefined)	2
O=C1/C(=N/n2cnnc2)c2ccccc2N1Cc1ccccc1	5
O=C(Cn1c(=O)[nH]c2ccsc2c1=O)N1CCN(c2ccc(F)cc2)CC1	-1
CC1(c2nnc(-c3ccc(F)cc3)o2)CC(c2ccncc2)=NO1 (centres undefined)	-1

Additional compounds.
SMILES	NR2E3 agonist
CCC(C)n1c(-c2cc(OC)c(OC)c(OC)c2)nc2nc3ccccc3nc21 (centres undefined)	-2
Cc1cc(C)nc(/N=C(\N)Nc2ccc(S(=O)(=O)Nc3nc(C)cc(C)n3)cc2)n1	2
COc1ccc(Cl)cc1C(=O)Nc1nc2ccc(S(C)(=O)=O)cc2s1	-3
O=C(Nc1cccc(CCc2ccccn2)c1)c1ccc(Cl)cc1	2
O=[N+]([O-])c1ccc(O)c(C=Nc2ccc3oc(Cc4ccc(Cl)cc4)nc3c2)c1	1
C#CCOCCOCCOCCNc1nc(N2CCN(C(=O)CCCCCCCCCCNC(=O)[C@H]([C@@H](C)CC)n3cc(CCCCN=C(N)N)nn3)CC2)nc(N2CCN(C(=O)CCCCCCCCCCNC(=O)[C@H](CCCN=C(N)N)n3cc(C[C@@H](C)CC)nn3)CC2)n1	-4
Cc1ccc(NC(=O)OCc2cccs2)cc1	0
CCOC(=O)c1sc(NC(=O)CSc2nc3ccccc3s2)c(C(=O)OCC)c1C	-1
CCOC(=O)c1c(-c2ccc(OCC)cc2)csc1NC(=O)CCN1C(=O)c2ccccc2C1=O	2
c1ccc2oc(-c3ccc(Nc4nc(N5CCCCC5)nc(N5CCOCC5)n4)cc3)nc2c1	-3
CNC(=S)N1CCC(NC(=O)c2ccco2)CC1	1
Cc1ccc(-c2nn(-c3ccccc3)cc2C(=O)O)o1	-2
O=C(COC(=O)c1ccc[n+]([O-])c1)Nc1c(Br)cc([N+](=O)[O-])cc1Br	-4
O=C(Cc1ccccc1[N+](=O)[O-])OCc1cccc([N+](=O)[O-])c1	3
CCC(=O)OC1(C)C(=O)C=C2C=C(CCCCNC(=O)OC(C)(C)C)OC=C2C1=O (centres undefined)	3

Next section
SMILES	NR2E3 agonist
Cc1ccc(/C=C/C2=Cc3c(sc(NC(=O)CSc4n[nH]c(N)n4)c3C#N)C(C)(C)C2)o1	4
CC[C@H]1CC2CN3CCc4c([nH]c5c([C@H]6C[C@H]7[C@H](CC)CN(C)[C@@H](Cc8c6[nH]c6ccccc86)[C@H]7C(=O)OC)c(OC)ccc45)C(C(=O)OC)(C2)C13	-1
COc1ccc(C)cc1NC(=O)C(Sc1ccccc1)c1ccccc1 (centres undefined)	-1
COc1ccc(C2C=C(c3cccs3)Nc3nc(CCCO)nn32)cc1 (centres undefined)	-2
COC(=O)CCC(=O)c1ccc(OC)c(Cl)c1	-1
Cc1cc(Cl)ccc1OCC(=O)n1cc(C(=O)c2cc(Cl)ccc2O)cn1	1
CCOC(=O)c1[nH]c2ccc(Br)cc2c1NC(=O)CCN1CCCC(C)C1 (centres undefined)	-1
COc1ccc(CC(NC(C)=O)C(=O)NC2CCN(c3nnnn3-c3ccccc3)CC2)cc1OC (centres undefined)	-6
Cc1nnc(NC(=O)C2C3C=CC(O3)C2C(=O)O)s1 (centres undefined)	-2
CC(=O)Nc1ccc(N2CCc3c(C)c(C#N)c4nc5ccccc5n4c32)cc1	-2
N#Cc1c(Cl)c(Cl)c2nnc(-c3ccc(Br)cc3)n2c1Cl	-2
COc1ccc2c(c1O)C(=O)c1ccccc1C2=O	3
O=C(O)/C=C/C(=O)Nc1ccc(Oc2ccc(NC(=O)/C=C/C(=O)O)cc2)cc1	-3
c1ccc(Oc2c3ccccc3nc3ccccc23)cc1	-2
Cc1ccc(N2C(=O)c3cccc4c(N5CCN(C)CC5)ccc(c34)C2=O)c2cccnc12	-2

(continued)
SMILES	NR2E3 agonist
Cc1ccccc1C(=O)N=c1c(C#N)cc2c(=O)n3cccc(C)c3nc2n1Cc1ccco1	-2
Cc1cc(C)nc(Nc2ncn[nH]2)n1	1
COCCCNC(=O)Cn1nnc(-c2ccc(NC(=O)c3cccnc3)cc2)n1	0
CCCCc1nc(NCCNC(=O)c2ccco2)c(C#N)c2c1CSC(C)(C)C2	-2
CC(C)=CCc1c(O)cc(O)c2c(=O)c3c(CC=C(C)C)c(O)ccc3oc12	3
COC(=O)[C@H](Cc1ccccc1)NC(=O)O[C@@H]1C(=O)c2cc(OC)ccc2O[C@H]1c1ccc(OC)c(Br)c1	0
CCOC(=O)C1=C(C)N=c2s/c(=C/c3ccco3)c(=O)n2C1c1cccc(OC)c1 (centres undefined)	0
CCn1c(C)nc2cc(C(=O)N=Nc3c(O)[nH]c4ccccc34)ccc21	2
Cc1ccc2c(c1)c1ncnc(N3CCc4ccccc4C3)c1n2C	-6
C#CCOCCOCCOCCNc1nc(N2CCN(C(=O)C([C@@H](C)CC)n3cc(C(N)COC(=O)C(F)(F)F)nn3)CC2)nc(N2CCN(C(=O)[C@H](Cc3cc4ccccc4[nH]3)n3cc(C(N)CO)nn3)CC2)n1 (some centres undefined)	1
Cc1ccn2c(c1)nc(=S)n2C(=O)c1ccco1	-3
O=C1Nc2ccc(Cl)cc2[C@@](C#CC2CC2)(C(F)(F)F)O1	3
Cc1ccc(-c2cc(=O)c3cc(Cl)ccc3[nH]2)cc1	2
Cc1ccc(-n2[nH]c(C)c(/C=N/NC(=O)c3cccc([N+](=O)[O-])c3)c2=O)cc1C	2
O=C(Nc1ccccc1)N1CC=C(c2ccccc2)CC1	3

Overlap with the part before: 4 entries; new compounds follow.
SMILES	NR2E3 agonist
O=C1Nc2ccc(Cl)cc2[C@@](C#CC2CC2)(C(F)(F)F)O1	3
Cc1ccc(-c2cc(=O)c3cc(Cl)ccc3[nH]2)cc1	2
Cc1ccc(-n2[nH]c(C)c(/C=N/NC(=O)c3cccc([N+](=O)[O-])c3)c2=O)cc1C	2
O=C(Nc1ccccc1)N1CC=C(c2ccccc2)CC1	3
CC(=O)N1C(=O)c2cccc3cccc(c23)C(=O)N1C(C)=O	1
C=CCn1c(SCc2nc3ccccc3c(=O)[nH]2)nc2sc3c(c2c1=O)CCCC3	-1
O=C(OCn1ncc(Cl)c(Cl)c1=O)c1ccc(F)cc1	7
Cc1c(C)c2cc(Cl)c(O)c(CN3CCCCC3)c2oc1=O	1
COc1cccc(-c2c(C#N)c(N)nc3c2c(=O)nc2sccn23)c1	-4
COC(=O)/C(=C(/F)SCC(C)=O)C(F)(F)F	-4
N#Cc1c(N2CCOCC2)nc(N2CCCCC2)c2c1CCN(C1CCCCC1)C2	2
Cc1cc(C)cc(NC(=O)Cn2cc3c(n2)CCCCC3)c1	0
COc1c(CC=C(C)C)cc(C2CC(=O)c3c(O)cc(O)cc3O2)c(CC=C(C)C)c1O (centres undefined)	2
Cc1sc2ncnc(Sc3nnc4sc5ccccc5n34)c2c1C	0
CCOC(=O)c1c(NC(=O)c2cc(C)on2)c2cc([N+](=O)[O-])ccc2n1C	2
O=C(COC(=O)c1cn(-c2ccccc2)nc1-c1ccccc1)c1ccc([N+](=O)[O-])cc1	2
CN1C(=O)N(C)C2(c3ccccc3)Nn3c(s/c(=C/c4ccccc4F)c3=O)=NC12c1ccccc1 (centres undefined)	-1
C=CCn1c(=O)/c(=C2/Sc3cc(OC)ccc3N2C)s/c1=C1\C(=O)N(CC)C(=S)N1C	2
COc1ccc(S(=O)(=O)N2CCC(N3CCN(c4ccccc4)CC3)CC2)cc1	-4

Continuation.
SMILES	NR2E3 agonist
CCCCOC(=O)c1sc2nc(C)cc(C)c2c1N	2
O=S1(=O)c2ccccc2N=NN1Cc1cc(Cl)cc(Cl)c1	-6
N#Cc1cc(NC(=O)c2ccc(F)cc2)c(=O)n2c1[nH]c1ccccc12	-4
CCCOc1ccc(NC(=O)C2OC3OC(C)(C)OC3C3OC(C)(C)OC23)cc1 (centres undefined)	5
COc1ccc(CCNC(=O)C2CCC(CNS(=O)(=O)c3ccccc3)CC2)cc1OC (centres undefined)	-6
CC(C)N(C(=S)NC1CCCCC1)c1ccccc1	-5
COc1ccc(C(=O)Oc2ccc(C(=S)N3CCCC3)cc2)cc1OC	-2
COc1cccc(C2C(C(C)=O)=C(O)C(=O)N2CCNCCO)c1 (centres undefined)	3
Cc1ccc2nc(NC(=O)C3CCCN(S(=O)(=O)c4cccc5nonc45)C3)sc2c1 (centres undefined)	6
CCn1nc(C)c(/C=C2\CCCC3=C2OC(N)=C(C#N)C3c2c(C)nn(CC)c2C)c1C (centres undefined)	0
Cn1c(N)c(C(=O)COC(=O)c2ccc(S(=O)(=O)N3CCCCC3)cc2)c(=O)n(C)c1=O	6
COC(=O)C1=C(C)N2C(=O)CSC2=NC1c1ccc2c(c1)OCO2 (centres undefined)	4
Cc1ccc2c(c1)SC1=NC(c3ccccc3)(C(F)(F)F)NC(=O)N12 (centres undefined)	-3
CCNC(=S)N/N=C/c1sccc1C	2
CCCc1nnc(NC(=O)c2c(O)c3cccc4c3n(c2=O)CC4)s1	0

Later entries
SMILES	NR2E3 agonist
CCN(CC)C(=O)c1sc(NC(=O)c2ccc(OC)c([N+](=O)[O-])c2)c(C#N)c1C	0
COc1ccc(NC(=O)CCl)cn1	-1
COC(=O)C1CCN(C(=O)COC(=O)Cn2cnnn2)CC1	0
CCc1ccc(S(=O)(=O)/N=C2\C=CC(=O)c3ccccc32)cc1	3
O=C(O)COc1ccc(Cl)cc1CO	4
CC(=O)OC[C@H]1O[C@@H](O/N=C/C[C@@H]2C=C[C@H](OC(C)=O)[C@@H](COC(C)=O)O2)[C@H](OC(C)=O)[C@@H](OC(C)=O)[C@@H]1OC(C)=O	-2
CC(=O)c1cnc(Nc2nc(C)c3ccccc3n2)nc1C	4
COc1ccc(-c2cc(OC(=O)c3ccc(F)cc3)c3c(C)oc(C)c3c(=O)c2)cc1	1
CCCCn1c(=O)c(CCC(=O)OCC(=O)Nc2ccc(C)c(Cl)c2)nc2ccccc21	-4
CC(=O)N1c2ccc(N=Cc3cc(Br)cc(Br)c3O)cc2CC1C (centres undefined)	3
CCOCC(=O)Nc1c(C)n(C)n(-c2ccccc2)c1=O	-2
